VIM-2 inhibitor = VIM-2 metallo-beta-lactamase inhibitors, primary screen, biochemical, epi-absorbance readout, Pseudomonas aeruginosa enzyme; purified VIM-2, nitrocefin hydrolysis, epi-absorbance fluorescence; inhibition, % at 5.6 µM; 290,000 tested, 0.89% active; AID 1527, 2009;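 active = inhibition above the mean of all tested compounds plus 3 SD, cutoff set per screening run, cut at about 7.5% in these data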;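 also: red hydrolysis product quenches plate fluorescence so inhibitors raise well fluorescence; 0% = enzyme with DMSO and 100% = DMSO without enzyme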
IDE inh = human IDE inhibitors in live cells, primary screen, fluorescence polarization, HEK cells, FAbetaB substrate; Insulin-degrading enzyme (Homo sapiens), P14735; FAbetaB cleavage; inhibition, % at 5.59 µM; 320,000 tested, 0.41% active;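 active = percent inhibition above the average of all tested compounds plus 3 SD, set per screening campaign, cut at about 16% in these data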;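 also: IDE supplied by intact live HEK cells; FP after avidin binding of uncleaved biotin substrate so inhibition keeps polarization high; 0% = DMSO wells and 100% = 60 µM reference IDE inhibitor Ii1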
p-CIP stab down = p/CIP-EGFP fusion destabilizers, primary screen, fluorescence, F442A cells | Q05BA5 | 16 h | decrease of EGFP signal, % at 10 µM | 290,000 tested, 0.01% active;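 active = EGFP signal decrease of at least 30% at 10 µM or well 3 SD below plate mean, unless failing retest; inactive = the rest, including hits failing retest or dose response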; also: some compounds called inactive have numbers as strong as hits; many of its hits are not listed in these tables
IDE act = human IDE activators in live cells, primary screen, fluorescence polarization, HEK cells, FAbeta-B substrate; Insulin-degrading enzyme (Homo sapiens), P14735; FAbeta-B cleavage; 0% vehicle, 100% cell-free pure enzyme wells; activation, % at 5.96 µM; 340,000 tested, 0.073% active; AID 493087, 2011;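 active = activation above the mean of all tested compounds plus 3 SD, set per screening campaign, cut at about 17% in these data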
PHOSPHO1 inh = PubChem AID 1565. recombinant PHOSPHO1, absorbance phosphatase assay. inhibition, % at 13.3 µM. 290,000 tested, 1.1% active; in the data active = inhibition above about 60%
PfM18AAP inh = PfM18AAP inhibitors, malaria aminopeptidase, primary screen, biochemical, QFRET, recombinant enzyme | inhibition, % at 7.35 µM | M18 aspartyl aminopeptidase (Plasmodium falciparum 3D7) | 290,000 tested, 1.2% active | H-Glu-NHMec fluorogenic cleavage;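 active = inhibition above the campaign mean inhibition over all tested compounds plus 3 SD, cut at about 28% in these data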;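 also: 0% = plate median of test compound wells and 100% = 2 mM ZnCl2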
NALP1 inh = NALP1 inflammasome inhibitors in reconstituted yeast, colorimetric, S. cerevisiae, triplicate retest; S. cerevisiae NALP1/ASC/caspase-1 growth, X-gal OD620, 72 h; inhibition, % at 10 µM; 280,000 tested, 0.61% active; in the data active = inhibition mostly above about 24%, no sharp cut-off; inactive = mostly below about 32%; also: some compounds called inactive have numbers as strong as hits
IMP-1 inh = IMP-1 metallo-beta-lactamase inhibitors, primary screen, biochemical, epi-absorbance readout, Pseudomonas aeruginosa enzyme; metallo-beta-lactamase IMP-1 (Pseudomonas aeruginosa); inhibition, % at 5.6 µM; 290,000 tested, 0.45% active; AID 1556, 2009; purified IMP-1, nitrocefin hydrolysis, epi-absorbance fluorescence;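 active = inhibition above the mean plus 3 SD of all compounds in the same screening run, cut at about 4.5% in these data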;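 also: 0% = IMP-1 with DMSO and 100% = DMSO wells lacking enzyme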
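Test system: recombinant IMP-1 enzyme, purified / Medium: HEPES buffer pH 7.1 with ZnSO4 and Brij 35 / Doses: single dose, 5.6 µM / Times: 25 °C, 15 min preincubation, 25 min reaction / Detection: Epi-absorbance via hydrolysed-nitrocefin quenching of white-plate fluorescence, 480/530 nm, EDTA stop / Evaluation: percent inhibition from optical density relative to buffer-blank wells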
GPR7 antagonist = GPR7 receptor antagonists, primary screen, cell-based, fluorescence, single concentration | inhibition, % at 4.4 µM | GPR7-expressing cells, fluorescence antagonist assay | Neuropeptides B/W receptor type 1 (Homo sapiens), P48145 | 290,000 tested, 1.1% active | AID 1861, 2009; in the data active = inhibition above about 16%, passing the limit was not always enough;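 also: cells stimulated with the agonist NPW; 0% = agonist with vehicle and 100% = vehicle without agonist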
An asterisk follows results filed as active; x = no result given.

nr	Molecule	VIM-2 inhibitor	NALP1 inh	IMP-1 inh	IDE inh	PfM18AAP inh	PHOSPHO1 inh	IDE act	p-CIP stab down	GPR7 antagonist
1	Cc1ccccc1N(CC(=O)NCC1CCCO1)C(=O)C1(C)CC(=O)N=C2C=CC=CN21 (stereo unspecified)	-2.5	36	-1.5	4	0	-19	5	2	-8
2	COc1ccc(OC)c(S(=O)(=O)N(C)CC(=O)N2CCCCC2)c1	-3.1	-1	-3.2	-4	0	31	3	-6	-18
3	CCN(CC)C(=O)CSc1ncnc2c1nnn2-c1ccc(OC)cc1	0.3	-5	-2.6	-1	-12	16	7	-4	-10
4	COc1ccc(OC)c(N2C(=O)CC(C(C)c3ccccc3)C2=O)c1 (stereo unspecified)	-0.1	15	2.6	9	-3	-9	2	-7	-10
5	O=C(COc1ccccc1C(=O)Nc1ccccc1)NCCc1ccccc1	-2.9	11	-2.6	6	3	28	2	0	0
6	CC(C)(C)NC(=O)c1cc([N+](=O)[O-])ccc1N1CCCCC1	0.0	35	-3.6	-1	0	-8	2	-15	-11
7	CCCCn1c(SCC(=O)N2CCCCC2C)nc2cc(S(N)(=O)=O)ccc21 (stereo unspecified)	-2.5	6	-3.2	2	-7	8	0	11	36*
8	CSc1ccccc1NC(=O)c1cnc2scc(C)n2c1=O	1.4	x	-3.0	-2	4	27	-5	2	-6
9	CCOC(=O)CSc1nc2ccccc2n1CC(=O)N(C(C)C)C(C)C	-2.2	-7	-2.7	4	0	21	2	-18	-8
10	Cc1cc(OCC(=O)NC2CC(C)(C)NC(C)(C)C2)c2c(C)c(C)c(=O)oc2c1	14*	27	0.9	2	-4	18	5	5	-2
11	CCCCOc1ccc(/C=N/NC(=O)C2CCCNC2=O)cc1 (stereo unspecified)	-0.6	24	0.3	0	-13	28	3	-16	-5
12	CCOC(=O)c1ccc(NC(=O)C(C)N2C(=O)c3ccccc3C2=O)cc1 (stereo unspecified)	-1.7	8	-2.9	-1	0	5	-2	7	-5
13	Cc1ccc(NC(=O)COC(=O)Cn2cnc3c2c(=O)n(C)c(=O)n3C)cc1Cl	-2.6	7	-1.6	-3	4	16	-5	-10	-2
14	COc1ccc2sc(N(CCN(C)C)C(=O)c3ccc4ccccc4c3)nc2c1	0.1	12	-2.1	2	0	26	7	-5	-7
15	O=C(NCc1ccccc1)c1cc(-c2ccco2)on1	2.1	21	-0.6	-2	-10	15	-4	9	-5
16	COc1ccc(CNC(=O)CSc2nc(-c3ccccc3)cc(-c3cccs3)c2C#N)cc1	-2.3	-4	-2.7	4	1	17	5	-7	-1
17	CC(C)(C)C(=O)N1CCN(c2c(Cl)cccc2[N+](=O)[O-])CC1	-3.9	28	-2.6	2	1	-7	1	-9	-2
18	Cc1cc(F)c(F)cc1C(=O)N1CCCC1	-3.2	21	-3.2	-3	-11	49	7	-27	-16
19	FC(F)(F)c1cccc(Cc2noc(CN3CCCC(CN4CCCC4)C3)n2)c1 (stereo unspecified)	-2.5	14	-2.8	-3	-1	48	1	-9	-3
20	Cc1noc(C)c1S(=O)(=O)N1CCCC(C(=O)N2CCN(C3CCCCC3)CC2)C1 (stereo unspecified)	1.0	29	-0.1	3	0	10	4	-14	3
21	O=C(Nc1ccc(N2CCCCC2)cc1)c1cccnc1Cl	0.3	2	-2.6	0	4	53	-1	-12	1
22	O=C(CC(NC(=O)C(F)(F)F)c1ccccc1)Nc1nnc(CCc2ccccc2)s1 (stereo unspecified)	-0.8	16	-2.8	2	-1	13	3	-5	-3
23	Cc1ccc(CN2CCC(n3nccc3NC(=O)c3ccc4c(c3)OCO4)CC2)o1	1.0	8	-1.4	-1	-1	26	-2	-11	-10
24	CCOc1ccc(N(CC(=O)NC2CCCC2)C(=O)CCC(=O)Nc2ccccn2)cc1	-2.6	4	-1.9	3	1	-1	5	-13	-11
25	COc1ccc(CNC(=O)NC(C)(C)c2cccc(C(C)(C)NC(=O)NCc3ccc(OC)cc3)c2)cc1	-1.3	23	-6.1	5	8	3	-4	-5	-4
26	COc1ccc(CN2CCNC(=O)C2CC(=O)NCc2cccc(C)n2)c(OC)c1 (stereo unspecified)	-1.0	x	-4.0	-1	-6	-2	9	-6	6
27	O=c1cc(-c2cccs2)oc2ccc(Cl)cc12	1.6	-3	0.2	9	-10	16	-13	-168	-4
28	CC(C)Oc1ccc(CNC(=O)Cn2c(=O)c3cccn3c3cccnc32)cc1	-2.2	2	-4.0	4	-1	15	2	1	-8
29	Cn1c(-c2ccc(=O)[nH]c2)nc2ccccc21	-1.0	5	-1.4	4	2	44	x	9	-5
30	COc1cccc(NC(=O)c2csc3c2CCCC3)c1	-1.2	8	-1.5	1	1	37	-7	-6	-8
31	S=C(NC1CCCCC1)c1ccc2c(c1)OCO2	-1.0	8	-2.4	4	8	-28	-1	-7	-7
32	O=C(Nc1cccnc1Cl)c1cc2ccccc2o1	-1.4	3	-1.9	-1	-6	10	4	-12	-7
33	COC(=O)C1=C(C)N(Cc2ccccc2)C(=O)N[C@H]1c1ccc(Br)cc1	x	2	x	-4	x	9	4	-5	x
34	CC(Sc1nnnn1-c1ccc(Cl)cc1)C(=O)NCC(=O)Nc1ccc(F)c(F)c1F (stereo unspecified)	2.1	32	-4.3	-8	1	6	2	-10	-4
35	CCN1CCN(c2ncc(C(=O)N3CCN(c4ccccc4OC)CC3)c3ccccc23)CC1	-1.0	x	-0.2	x	3	x	3	x	-1
36	Cc1noc(C)c1S(=O)(=O)N1CCC(C(=O)Nc2ccc(OC(F)(F)F)cc2)CC1	-3.9	36	-2.5	-4	-8	5	2	-2	-3
37	CC(=O)c1nnn(-c2nc(N3CCCC3)nc(N(c3ccccc3)c3ccccc3)n2)c1C	-3.2	16	-2.8	-1	5	-3	0	-5	-13
38	CC(=O)Nc1ccccc1-c1nn[nH]n1	-1.3	10	-1.8	1	0	10	2	-6	-7
39	CCOc1ccc(-c2nnc(N(CC)C(=O)C3CCC3)s2)cc1	-3.3	1	-1.6	8	1	24	2	-12	11
40	CCCCc1ccc(/C(C)=N/NC(=O)C2CCCC2)cc1	-2.3	22	-1.2	-4	0	31	4	1	-9
41	N#C/C(=C\c1cccnc1)C(=O)Nc1ccccc1	-0.9	27	-0.2	4	4	-24	0	-1	-2
42	Cc1cc(C(=O)NC2CCCc3c2cnn3-c2ccc(C)c(C)c2)n(C)n1 (stereo unspecified)	-2.5	9	-3.2	4	-3	17	-1	-16	10
43	Cc1cc(NS(=O)(=O)c2ccc(NC(=O)c3ccc(Br)o3)cc2)nc(C)n1	-1.2	-16	-3.1	5	8	-1	0	-8	-1
44	O=C(OCc1cc(-c2ccccc2)no1)c1ccc2ccccc2n1	-2.5	17	-3.5	-3	-2	-9	2	-9	-2
45	CCOc1ccccc1C(=O)Nc1ccccc1C(N)=O	-0.8	17	-2.3	5	-3	-20	2	-3	-11
46	O=C(NC1(O)C(=O)c2ccccc2C1=O)c1ccccc1	-2.5	x	-0.5	-5	-3	1	2	7	0
47	O=C(CN(CC1CCCO1)C(=O)CCC(=O)Nc1nccs1)NCC1CCCO1 (stereo unspecified)	-1.0	15	-3.1	-1	-2	16	0	-12	-5
48	O=C(CCc1c[nH]c2ccccc12)OCc1ccc(Br)cc1	3.6	1	-0.7	2	3	-6	6	-10	-11
49	Cc1ccc(Nc2nc(N)nc(CSc3nc4ccccc4s3)n2)cc1	-3.6	4	-3.0	1	-8	28	-1	-9	-21
50	Cc1cc(C(=O)CSc2nnc(-c3cccs3)n2Cc2ccccc2)c(C)n1C	0.3	6	-3.6	0	0	90*	1	-8	-8
51	COc1cc2c(-c3ccc(O)cc3)nc3c(c(C)nn3-c3ccccc3)c2cc1OC	-3.8	-28	-1.5	0	4	-15	5	-8	4
52	NC(=O)C1CCN(CC(O)COc2ccc(-c3ccccc3)cc2)CC1 (stereo unspecified)	-0.1	19	1.0	x	3	3	-7	-2	12
53	COc1cc(OC)cc(C(=O)NCCn2ccc3ccccc32)c1	-3.9	-12	-5.6	-3	1	-7	2	-8	-15
54	O=[N+]([O-])c1ccc(CN2CCN(c3ccc(Cl)cc3)CC2)o1	4.0	18	1.5	3	-9	8	0	-6	25
55	Cc1ccc(C(=O)NC(=S)Nc2ccccc2N2CCCC2)cc1[N+](=O)[O-]	0.1	-7	-2.0	7	-1	-7	5	-2	-5
56	O=C1CC(C(=O)O)S/C(=N\NC(=O)c2ccc(F)cc2)N1 (stereo unspecified)	-0.5	21	-6.1	-1	7	6	7	-4	-8
